Assay outcomes from PubChem BioAssay.
RXFP1 ag: agonists of human relaxin receptor RXFP1; Potency, µM (series often up to 57.5 µM), for the others: top-dose activation, usual class: activators; Q9HBX9; 370,000 tested, 0.3% active; HEK293T-RXFP1 cAMP TR-FRET, 30 min; response scale: percent of porcine relaxin response, buffer zero; further: potency means the concentration at half of the fitted maximal effect; on the % scale 0 is the no-effect control and ±100 the full control effect; nearly all actives have a fitted effect of over 60% in size; many of its hits are not listed in these tables
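HEK293 cells stably expressing RXFP1, treated 30 min at 37C with compounds plus PDE4 inhibitor Ro 20174; cAMP measured by HTRF TR-FRET. Normalized to buffer and 29 nM porcine relaxin; EC50 by Hill fit.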
TRHR agonist: agonists of human TRH receptor. 360,000 tested, 0.18% active. AID 493084. TRHR cells, calcium flux fluo-8, FDSS agonist mode. activation, % at 2 µM; in the data active means activation above about 30%; further: 0% is about no effect
Target sequence (P34981 whole entry, looked up): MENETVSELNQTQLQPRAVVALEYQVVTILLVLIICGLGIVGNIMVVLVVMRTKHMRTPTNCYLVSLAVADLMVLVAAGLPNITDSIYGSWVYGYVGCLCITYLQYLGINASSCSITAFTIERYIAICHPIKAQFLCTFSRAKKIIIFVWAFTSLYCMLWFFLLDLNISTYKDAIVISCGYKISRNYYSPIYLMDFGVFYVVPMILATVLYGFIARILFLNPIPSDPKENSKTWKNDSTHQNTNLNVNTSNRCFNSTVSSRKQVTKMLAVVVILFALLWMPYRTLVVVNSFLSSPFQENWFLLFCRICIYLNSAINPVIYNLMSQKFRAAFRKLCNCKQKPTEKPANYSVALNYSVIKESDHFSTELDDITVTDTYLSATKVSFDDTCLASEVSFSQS
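In this calcium-flux screen, cells bearing human TRHR are dye-loaded with fluo-8, baselined for 10 cycles, then exposed to library compounds; positive kinetic calcium responses during the agonist phase mark hits, with TRH as control.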
D1 potentiator: enhances dopamine response at the human D1 receptor; AID 504651; 360,000 tested, 0.036% active; HEK293 TREx D1 cells, calcium flux, dopamine EC20 potentiation; potentiation, % at 10 µM; in the data active means potentiation above about 30%; further: 0% is about no effect
Target sequence (P21728 whole entry, looked up): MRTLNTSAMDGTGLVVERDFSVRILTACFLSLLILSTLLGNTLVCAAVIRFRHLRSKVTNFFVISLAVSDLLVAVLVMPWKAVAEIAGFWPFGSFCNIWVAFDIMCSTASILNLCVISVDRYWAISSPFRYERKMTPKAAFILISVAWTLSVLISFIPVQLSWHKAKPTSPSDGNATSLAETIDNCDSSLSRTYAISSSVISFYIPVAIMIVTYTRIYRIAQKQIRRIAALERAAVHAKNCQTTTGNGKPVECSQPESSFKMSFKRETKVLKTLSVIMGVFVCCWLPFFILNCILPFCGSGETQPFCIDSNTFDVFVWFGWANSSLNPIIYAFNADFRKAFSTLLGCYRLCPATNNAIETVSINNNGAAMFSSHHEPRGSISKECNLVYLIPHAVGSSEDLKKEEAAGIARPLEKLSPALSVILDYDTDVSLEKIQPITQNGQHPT
Anesthetic bind: candidate novel general anesthetic via apoferritin binding; 350,000 tested, 0.074% active; AID 485281; P02791; apoferritin/1-aminoanthracene competitive binding, fluorescence; Potency, µM (top dose mostly 77.5 µM), inactives show top-dose activity change, negative = displacement, actives largely listed as inhibitors; further: potency means the concentration at half of the fitted maximal effect; on the % scale 0 is the no-effect control and ±100 the full control effect; nearly all actives have a fitted effect of over 20% in size
Target sequence (P02791 2-175 limits assumed): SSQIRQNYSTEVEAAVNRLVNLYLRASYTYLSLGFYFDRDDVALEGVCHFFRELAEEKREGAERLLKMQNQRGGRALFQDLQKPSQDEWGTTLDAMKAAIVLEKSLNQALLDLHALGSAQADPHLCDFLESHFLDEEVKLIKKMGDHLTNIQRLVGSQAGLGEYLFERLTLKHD
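Concentration-response curves derived by four-parameter Hill fitting of normalized fluorescence, where compounds displaced 1-AMA from 10 uM horse apoferritin following a brief 10 min room-temperature incubation; propofol titration acted as positive control.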
D1 antag: blocks dopamine activation of the human D1 receptor; 360,000 tested, 3.2% active; activity change, negative = inhibition, % at 10 µM; HEK293 TREx D1 cells, calcium flux, dopamine EC80; hits give low values; AID 504652; P21728; in the data active means activity change below about -30%; further: on the % scale 0 is the no-effect control and ±100 the full control effect
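Calcium flux readout: force-coupled, inducible Hek293 Trex D1 line, cells induced overnight at 30 C with tetracycline, dye-loaded 30–90 min at RT. Antagonism scored against EC80 dopamine challenge given 180 s after compound.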
TRHR enhancer: TRH receptor (human) allosteric enhancement. TRHR cells, fluo-8 calcium fluorescence, EC20 TRH enhancement. 360,000 tested, 0.66% active. P34981. enhancement, % at 2 µM. AID 493056; in the data active means enhancement above about 30%; further: 0% is about no effect
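Enhancer read-out: after compound pinning and an initial kinetic agonist-mode read, an EC20 of TRH (10 nM final) was injected and fluo-8 calcium signal (Ex 480/Em 530) followed at 1 s/cycle for 100 cycles in TRHR-expressing cells.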
RXFP1 antagonist: blocks the human relaxin receptor RXFP1 | HEK293-RXFP1, relaxin-stimulated cAMP HTRF, 30 min; hits give low values | activity change, negative = inhibition, % at 57.5 µM | 350,000 tested, 0.59% active;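 active means activity change of -60% or lower, but not beyond a set lower limit; inconclusive means change between -60% and -40%, or beyond the set limit; inactive means change above -40%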; further: on the % scale 0 is the no-effect control and ±100 the full control effect
D2 potentiator: positive allosteric modulators of human D2 dopamine receptor | 340,000 tested, 0.34% active | HEK293 T-REx D2, calcium flux, EC20 dopamine potentiation | AID 485347 | potentiation, % at 10 µM | P14416;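 active means potentiation over 3 SD above the plate norm, cut at about 30% in these data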; further: 0% is about no effect
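Potentiation of an EC20 dopamine calcium response measured kinetically over 180 s, after a preceding 180 s compound-only read flagging agonists. Cells: inducible Hek293 Trex D2 line, 4000/well, cultured overnight at 30 C before dye loading.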
D1 agonist: activates the human D1 dopamine receptor. P21728. HEK293 T-REx D1 cells, calcium flux, agonist mode. activation, % at 2 µM. 360,000 tested, 1% active. AID 504660; in the data active means activation above about 30%; further: 0% is about no effect
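Agonism was scored from calcium flux recorded over 180 s (1 read/s) after pintool compound addition, following a 10-cycle baseline. Cells were inducible force-coupled HEK293 TREx D1, plated overnight at 30 C and loaded with no-wash calcium dye.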
* hit, by the source's call; ? = inconclusive; nt = not tested or not shown; & = joins results of further samples; [ ] = another dose, or the depositor's remark. Unless noted, the call rests on the fitted dose curve; in most records, active means well fitted curve in the direction sought with a large enough effect; inconclusive means small, poorly fitted or top-dose-only effect, or another doubt; inactive means no such curve, though single readings can be large; an effect the other way counts as inactive or inconclusive.

nr | mol | RXFP1 ag | TRHR agonist | D1 potentiator | Anesthetic bind | D1 antag | TRHR enhancer | RXFP1 antagonist | D2 potentiator | D1 agonist
1 | CCOc1ccc(CNC(=O)CCC(=O)n2ncc3ccc(Cl)cc32)cc1 | 1.2% | -0.3 | -16 | ? | 18 | -6 | 4 | 12 | 0
2 | Cc1ccsc1/C=N/N1CCN(c2ccccn2)CC1 | 1.7% | 0.3 | -4 | 3% | -9 | -8 | -20 | 7 | 5
3 | CNC(=O)c1[nH]cnc1C(=O)Nc1ccccn1 | -1.7% | 0.5 | 4 | -1% | 0 | 14 | -10 | 13 | 6
4 | Cc1cccc(-n2ncc3c(Nc4ccc(Oc5ccc(Cl)cc5)cc4)ncnc32)c1 | 4.3% | 0.3 | -1 | 13% | -5 | 1 | 7 | -11 | 4
5 | COc1ccc(NC(=O)CSc2nc(C3CC3)nc3ccccc23)c(OC)c1 | 3.1% | 0.1 | 1 | -13% | 11 | 3 | -10 | 1 | 5
6 | COc1ccc(CC(=O)OCC(=O)NCc2ccco2)cc1OC | 18% | 0.3 | -1 | nt | 4 | 7 | -8 | -6 | 6
7 | CCc1ccc2c(c1)C1(SC(NC(C)=O)=NN1C(C)=O)C(=O)N2CC (stereo not drawn) | 0.0% | -0.1 | -7 | -6% | -5 | 2 | -4 | 4 | 1
8 | Cc1ccc(N(C(C)C(=O)N2CCOCC2)S(C)(=O)=O)cc1C (stereo not drawn) | 0.6% | -0.2 | 1 | -2% | 7 | -1 | -32 | 0 | 1
9 | CCC(=O)c1ccc(N2CCN(C(=O)c3cc([N+](=O)[O-])ccc3F)CC2)c(F)c1 | 0.1% | 0.2 | -6 | -15% | -6 | -3 | -12 | 0 | 8
10 | Cc1cccc(-n2c(SCc3nc(-c4ccccc4C)no3)nnc2-c2ccccc2)c1 | -0.5% | -0.1 | 0 | -9% | -1 | -4 | -4 | 13 | 4
11 | O=C(c1coc(=O)c(Br)c1)N1CCCc2ccccc21 | 2.2% | 0.8 | -12 | -10% | 11 | -12 | -9 | 1 | 2
12 | Cc1cccc(NC(=O)CCCSc2nc3ccccc3[nH]2)c1 | -3.2% | 0.5 | -1 | -19% | -13 | 2 | -4 | -2 | 10
13 | CCCC(=O)Nc1ccc(C(=O)NCc2ccccc2Cl)cc1 | 0.3% | -0.3 | -7 | -18% | -1 | 3 | 1 | 13 | 0
14 | CC(C)CNc1nc(=S)nc(N(C)C)[nH]1 | -0.5% | -0.3 | 0 | -8% | 10 | 14 | 11 | nt | 3
15 | O=C(COC(=O)CSc1ccc2ccccc2c1)NC1CC1 | 8.3% | -0.8 | 8 | -5% | -3 | 11 | 2 | 11 | 4
16 | COc1ccc(NC(=O)C2CCCN2C(=O)NCc2ccccc2)c(OC)c1 (stereo not drawn) | 0.9% | 0.1 | -1 | -10% | -16 | -5 | 0 | 2 | 1
17 | CC(=O)Nc1ccc(OCC=C(Cl)Cl)cc1 | 0.3% | 0.3 | -8 | -15% | -2 | -2 | -6 | -2 | 2
18 | CCC(CO)NC1=C([N+](=O)[O-])C(=O)CC(C)(C)C1 (stereo not drawn) | -3.1% | 0.3 | -6 | -4% | -10 | -4 | -2 | -1 | 1
19 | CCOc1ccccc1NC(=O)CSc1nc(=O)n(CCCN2CCOCC2)c2c1CCC2 | -0.6% | -0.1 | -4 | nt | 7 | 21 | -3 | 7 | 1
20 | O=C(c1ccc(F)cc1)c1cc2ccccc2o1 | 3.1% | -1.5 | 4 | -9% | 2 | 1 | 9 | -3 | 2

Reprinted at random: 3 entries already listed.
nr | mol | RXFP1 ag | TRHR agonist | D1 potentiator | Anesthetic bind | D1 antag | TRHR enhancer | RXFP1 antagonist | D2 potentiator | D1 agonist
20 | O=C(c1ccc(F)cc1)c1cc2ccccc2o1 | 3.1% | -1.5 | 4 | -9% | 2 | 1 | 9 | -3 | 2
11 | O=C(c1coc(=O)c(Br)c1)N1CCCc2ccccc21 | 2.2% | 0.8 | -12 | -10% | 11 | -12 | -9 | 1 | 2
18 | CCC(CO)NC1=C([N+](=O)[O-])C(=O)CC(C)(C)C1 (stereo not drawn) | -3.1% | 0.3 | -6 | -4% | -10 | -4 | -2 | -1 | 1

Next entries
nr | mol | RXFP1 ag | TRHR agonist | D1 potentiator | Anesthetic bind | D1 antag | TRHR enhancer | RXFP1 antagonist | D2 potentiator | D1 agonist
21 | O=C(CSc1nc2c(c(=O)n1-c1ccc(Br)cc1)SCC2)Nc1nccs1 | -2.5% | -0.6 | 4 | -6% | -10 | 1 | -4 | 5 | 0
22 | CN(C)S(=O)(=O)c1ccc(C(=O)N2CC(=O)Nc3ccc(Br)cc3C2c2ccc(F)cc2)cc1 (stereo not drawn) | 2.7% | 0.1 | 0 | -20% | 5 | -13 | -28 | 13 | 4
23 | CCCCC(=O)Nc1cc2nn(-c3ccc(OCC)cc3)nc2cc1C | 7.8% | -0.8 | 5 | 4% | 6 | 2 | -3 | 10 | 5
24 | CCCC/C(O)=C1\C(=O)CC(C)(C)CC1=Nc1ccc(OC)cc1 | 2.9% | -0.5 | -2 | -21% | 15 | 3 | 3 | -4 | 1
25 | O=c1oc2ccccc2c2c1C1O[C@](c3ccsc3)(Cc3ccccc31)O2 | -0.5%[11.5 µM] | -0.7 | 0 | -17%[15.3 µM] | -2 | -3 | nt | nt | 1
26 | CCCCc1nc2cc(C(=O)N(C)C3CCOCC3)ccc2o1 | 6.4% | 0.6 | 0 | -11% | -5 | 0 | 1 | 8 | 0
27 | Cc1oc(-c2ccccc2Cl)nc1CS(=O)CC(=O)NCc1ccco1 (stereo not drawn) | 7.1% | -0.2 | -7 | -7% | 6 | 6 | -3 | nt | 0
28 | O=C(CCNC(=O)C1CCN(S(=O)(=O)c2ccccc2)CC1)NCc1cccc(Cl)c1 | -2.6% | 0.2 | -4 | -7% | 4 | -7 | -2 | 1 | 0
29 | FC(F)(F)C(F)(F)C(F)(F)c1nnc2ccc(N3CCOCC3)nn12 | 1.1% | -0.1 | -5 | -7% | -73* | 4 | -9 | 23 | 2
30 | c1ccc(-c2nc(-c3ccc(-c4ccon4)s3)no2)cc1 | 3.8% | 0.7 | -5 | -8% | -8 | -4 | 10 | -2 | 3
31 | O=C(NC1C2CC3CC(C2)CC1C3)c1ccc(Br)o1 (stereo not drawn) | 4.7% | -0.1 | 2 | ? | -2 | -3 | ? | -8 | 3
32 | Cc1ccc(C(=O)CCC(=O)N(C)CC(=O)Nc2ccccc2Br)cc1 | -3.4% | 0.5 | -4 | -15% | 6 | -5 | -9 | 9 | 0
33 | Cc1ccc(C(=O)N/C(=C\c2ccc(Cl)cc2)C(=O)NCCN2CCOCC2)cc1 | 3.2% | -1.1 | -6 | 3% | 6 | 2 | -10 | nt | 2
34 | COc1ccc(NC(=O)c2cc(-c3ccccc3F)no2)cc1 | 29% | -0.2 | 0 | -5% | 15 | -9 | 3 | 3 | 0
35 | OCc1cc(Br)ccc1OCc1nc2ccccc2s1 | -1.1% | -1.5 | -12 | 8% | -1 | 11 | -4 | 1 | 9
36 | Cc1cc(C)n(C(C)n2nc(C)cc2C)n1 | 0.1% | -0.5 | -1 | 2% | -22 | 8 | -8 | -1 | 0
37 | COc1cc(NC(=O)CSc2nnc3c(C)cc4cc(C)cc(C)c4n23)c(C(=O)O)cc1OC | 0.3% | -2.3 | -3 | 1% | 17 | 7 | -2 | 8 | 3
38 | COc1ccc(-c2nc3c(-c4ccc(F)cc4)cnn3cc2C)cc1F | 0.9% | 0.9 | 0 | -3% | -10 | -1 | 7 | 3 | 6
39 | O=S(=O)(NNc1cccc(Cl)n1)c1ccc(Cl)cc1 | -1.9% | 1.7 | -3 | -15% | 4 | 0 | 3 | -7 | 6
40 | CS(=O)(=O)N(CC(=O)Nc1ccc(Br)cc1)C1CCCCC1 | -0.5% | 0.5 | 1 | -14% | -3 | -1 | -7 | 6 | 10
41 | Cc1ccc(C(=O)Nc2nnc(NC(=S)Nc3ccccc3)s2)cc1 | 17% | -0.8 | -5 | -9% | -9 | 4 | -23 | 5 | 1
42 | O=C(/C=C/c1cccs1)NNC(=O)c1ccccc1 | -0.6% | -0.4 | 3 | nt | 16 | -2 | -2 | 13 | 3
43 | O=C(Nc1ccc(F)cc1)Nc1ccc(S(=O)(=O)N2CCCC2)cc1 | -0.2% | 1.2 | -10 | nt | -20 | 1 | -7 | 12 | 8
44 | CS(=O)(=O)NCCc1csc2nc(-c3ccccc3)nn12 | 3.6% | -0.3 | 1 | -2% | nt | 4 | -8 | 7 | 1
45 | COc1ccc2oc(C(=O)OCC(=O)Nc3ccc(C(=O)N(C)C)cc3)c(C)c2c1 | 1.3% | -0.1 | -3 | -19% | -9 | -1 | -3 | 2 | 0
46 | CCOc1ccc(CCNc2nc3ccccc3n3c(C)nnc23)cc1OCC | 8.5%&-4.2% | -0.1&-0.3 | -6&-3 | -5%&54% | -13&-7 | 11&7 | 8&1 | -11&-1 | 0&3
47 | CCCOc1ccc(C(=O)Nc2ccc(N3CCN(C(=O)c4ccco4)CC3)cc2)cc1 | 0.5% | 0.5 | -6 | -5% | 3 | -2 | -6 | 9 | 3
48 | COc1cc(-c2nnc(SCC(=O)N3c4ccccc4Sc4ccccc43)o2)cc(OC)c1OC | -0.9% | -0.3 | -3 | 1% | -4 | 1 | -14 | 4 | 2
49 | CCOc1ccc2nc(Nc3nc(CSc4nnnn4-c4ccccc4)cc(=O)[nH]3)nc(C)c2c1 | 1.7% | -0.3 | -2 | -9% | 1 | 2 | 2 | -4 | 1
50 | Cc1ccc(S(=O)(=O)NN=C2CCC(C(C)(C)C)CC2)cc1[N+](=O)[O-] (stereo not drawn) | -3.1% | -1.3 | 3 | 4% | -7 | 1 | -5 | 9 | 1
51 | Nc1ccc(-c2nc3nc(N)nc(N)c3nc2-c2ccc(N)cc2)cc1 | 6.2% | 1.0 | 2 | 4% | 17 | 5 | -2 | -3 | 3
52 | Cc1ccc(CNC(=O)C2CCCN(S(=O)(=O)c3cnc[nH]3)C2)cc1 (stereo not drawn) | -0.5% | 0.3 | 3 | 28% | -8 | 6 | nt | 7 | 3
53 | O=C(NCCN1CCCCC1)Nc1ccc(Br)cc1 | -1.0% | 0.8 | -1 | -7% | -60* | 4 | -3 | 2 | 7
54 | Clc1ccc(-c2nn3cnnc3s2)c(Cl)c1 | 3.3% | -2.0 | -3 | 7% | 11 | -1 | 3 | nt | 1
55 | NC(=O)CC[C@H](NC(=O)c1ccc(F)cc1)C(=O)OCC(=O)Nc1ccc(N2CCOCC2)cc1 | 2.7% | 0.7 | -7 | -10% | -2 | 3 | -16 | -1 | 1

A portion of the library. The share of hits here may be higher or lower than overall.
